HSF1 activator: increases HSF-1 driven luciferase reporter signal | NIH3T3-HGL HSF-1 luciferase reporter, MG132, 8 h; 100% = twice DMSO control signal | activation, % at 9 µM | 1.7% of 300,000 active | AID 504408;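 active = mean replicate activation of at least 50% with a set share of replicates each reaching 50%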;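 also: 0% = median of the neutral control wells and 100% = twice that signal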
GSK3 alpha inh: human GSK-3 alpha kinase inhibition; ADP-Glo luminescence, 60 min; inhibition, % at 10 µM; 0.1% of 320,000 active;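 in the data active = inhibition above about 50%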;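 also: GST-tagged GSK-3 alpha with peptide substrate and 25 µM ATP; 0% = DMSO neutral wells and 100% = GW8510 positive control wells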
Target sequence (P49840 whole entry, looked up): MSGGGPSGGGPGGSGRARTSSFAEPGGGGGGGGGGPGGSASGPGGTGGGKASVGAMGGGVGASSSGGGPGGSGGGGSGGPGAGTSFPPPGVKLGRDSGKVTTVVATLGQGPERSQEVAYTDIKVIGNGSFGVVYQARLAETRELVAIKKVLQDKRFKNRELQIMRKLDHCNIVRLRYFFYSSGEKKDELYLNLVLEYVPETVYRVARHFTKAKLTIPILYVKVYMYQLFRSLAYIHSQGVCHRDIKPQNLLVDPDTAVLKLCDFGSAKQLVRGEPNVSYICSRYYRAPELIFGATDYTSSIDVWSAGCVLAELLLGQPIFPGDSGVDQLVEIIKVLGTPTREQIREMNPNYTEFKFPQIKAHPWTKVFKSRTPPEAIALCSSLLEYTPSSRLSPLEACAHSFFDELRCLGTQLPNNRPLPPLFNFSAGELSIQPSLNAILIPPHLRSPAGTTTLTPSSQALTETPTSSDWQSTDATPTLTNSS
KLF5 inh: suppresses KLF5 promoter-driven expression; 0.23% of 290,000 active; inhibition, % at 5 µM; DLD-1 KLF5 promoter-luciferase reporter, luminescence;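 active = inhibition above a per-plate limit of that plate's mean compound inhibition plus 3 SD, cut at about 60% in these data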;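 also: 0% = DMSO wells and 100% = LY294002 at 200 µM; higher means less KLF5 promoter-driven luciferase light; inactives centre near -14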
GSK3B inh: human GSK3beta kinase inhibition; 0.038% of 300,000 active; activity score (negative = inhibition), % at 10 µM; GST-GSK3beta kinase, ADP-Glo luminescence, 60 min; active compounds read low;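 active = more than half of replicate wells score below -50%, meaning over 50% inhibition versus plate controls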;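 also: 0% = median DMSO wells and -100% = median GW8510 positive control wells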
Target sequence (P49841 whole entry, looked up): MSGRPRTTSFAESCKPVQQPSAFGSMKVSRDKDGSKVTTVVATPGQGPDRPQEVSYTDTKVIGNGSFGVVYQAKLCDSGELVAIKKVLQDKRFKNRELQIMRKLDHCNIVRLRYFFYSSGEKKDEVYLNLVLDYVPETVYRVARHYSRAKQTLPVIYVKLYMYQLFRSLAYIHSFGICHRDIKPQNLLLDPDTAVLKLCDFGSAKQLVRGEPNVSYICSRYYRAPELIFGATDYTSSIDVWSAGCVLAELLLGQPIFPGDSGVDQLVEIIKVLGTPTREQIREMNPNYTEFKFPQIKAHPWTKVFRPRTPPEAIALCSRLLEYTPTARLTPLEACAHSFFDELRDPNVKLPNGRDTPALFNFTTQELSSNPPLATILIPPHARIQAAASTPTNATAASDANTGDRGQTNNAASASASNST
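test system = GST-tagged human GSK3beta kinase, cell-free | reagent = 25 µM ATP with peptide substrate | dosing = one dose of 10 µM per compound | schedule = 60 min reaction, RT | detection = luminescent ADP-Glo measurement of ADP formed | control set = DMSO neutral wells and GW8510 at 20 µM as positive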
HSF1 inh: HSF1 inhibition. NIH3T3-HGL HSE-luciferase, MG132-induced, luminescence 8 h; active compounds read low. activity change, negative = inhibition, % at 7.5 µM (by protocol). 0.77% of 300,000 active. AID 2098;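 active = more than half of replicate wells show activity change below -50%, luminescence cut by over half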;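 also: luciferase reports HSF-1 transcriptional activity via heat shock element; 0% = median of DMSO wells and -100% = zero luminescence signal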
AI-2 QS mod: modulators of Vibrio harveyi AI-2 quorum sensing system; Vibrio harveyi JMH597 AI-2 luminescence/OD600 ratio, 9 h; active compounds read low; strain lacks LuxN and CqsS sensors; 0 = neutral-control median; activity change, % at 7.5 µM; 0.4% of 300,000 active; AID 2094; in the data active = activity change below about -75%, passing the limit was not always enough;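 also: luminescence divided by OD600 gain over 9 h not by final OD600 alone; inactives centre near 13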
HSP90 refold inh: HSP90 refolding inhibition in rabbit reticulocyte lysate; luciferase refolding luminescence, 3 h; inhibition, % at 5.6 µM; 0.91% of 290,000 active; AID 1789;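 active = inhibition above the screen-wide mean plus 3 SD, computed separately per campaign, cut at about 16% in these data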;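 also: 0% = DMSO wells and 100% = 60 µM geldanamycin wells; inhibitors lower the luminescence because luciferase stays unfolded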
PolyA inhibitor: yeast polyadenylation inhibition | S. cerevisiae SKY197-pL101 polyadenylation reporter, beta-gal luminescence; efflux-impaired pdr1/pdr3 knockout yeast; score 100 = 6 SD above DMSO | calls only at 12 µM | 0.02% of 300,000 active | AID 1875;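 active = lowest replicate activity score at least 50, where 100 means six control SD above control mean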;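 also: yeast exposed to compound for 9 h at 30 °C; higher score means more reporter readthrough which indicates perturbed polyadenylation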
IEC-6 tox: IEC-6 cytotoxicity, counter-screen for KLF5 inhibitors | luminescence viability | inhibition, % at 5 µM | 0.78% of 290,000 active | AID 1825; in the data active = inhibition above about 22%;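 also: 0% = plate median of test compound wells and 100% = cytotoxic reference compound wells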
aSyn UTR inh: 5' untranslated region of α-synuclein, MLPCN primary screen; alpha-synuclein 5'UTR reporter, inhibitor activity; inhibition, % (tested at 7.5 µM); 0.82% of 300,000 active; in the data active = inhibition above about 60%;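 also: H4 neuroglioblastoma cells stably carrying SNCA 5'UTR luciferase fusion; 0% = DMSO wells and 100% = positive control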
Active calls of the source: *; i = inactive; x = not tested or not shown. Some of the compounds tested; count on the stated rates, not on these rows.

SMILES	HSF1 activator	GSK3 alpha inh	KLF5 inh	GSK3B inh	HSF1 inh	AI-2 QS mod	HSP90 refold inh	PolyA inhibitor	IEC-6 tox	aSyn UTR inh
O=C(O)c1cccc(-n2nnnc2SCc2ccccn2)c1	-10.7	-2.2	-14.4	3.0	-2.5	15.2	-1.7	i	-2.5	3.1
COc1ccc(NC(=O)c2nc[nH]c2C(=O)N[C@@H](C)c2ccccc2)cc1	4.2	-0.3	x	1.7	4.2	15.7	x	i	x	33.3
C1=C(CCNc2ncnc3c2cnn3-c2ccccc2)CCCC1	61.4*	-0.7	x	0.1	43.1	32.3	x	i	x	-140.8
COc1ccc(C(=O)NC(=S)N2CCCCC2)cc1	5.6	-1.8	-4.6	3.1	0.7	34.7	-5.3	i	-2.9	-36.9
CC(C)c1nc(SCC(=O)NC2CCCC2)c2c(=O)n(C)c(=O)n(C)c2n1	1.3	1.0	-4.9	1.4	-3.4	8.3	-2.5	i	5.0	-0.4
CCCN(CCC)c1c([N+](=O)[O-])c(=O)oc2ccccc12	-0.9	-1.1	-4.8	1.7	-14.6	16.1	3.5	i	3.8	4.2
O=C(NN1C(=O)C2C3C=CC(C4CC34)C2C1=O)c1cccc(Cl)c1 (stereo unspecified)	10.2	-3.3	-12.4	-5.5	-6.1	-5.8	-4.2	i	1.4	0.7
O=C(CN1C(=O)NC(c2ccccc2)(c2ccccc2)C1=O)c1c[nH]c2ccccc12	44.9	-1.3	-7.1	1.6	2.5	-70.1	1.1	i	-4.6	-32.9
CCOC(=O)c1sc(NC(=O)CSc2nccc(C)n2)c(C#N)c1C	-48.4	2.4	-7.9	2.0	-41.9	0.8	3.0	i	1.2	22.3
COc1cc(CC(=O)NCC2COc3ccccc3O2)cc(OC)c1OC (stereo unspecified)	-9.9	-6.3	10.2	1.0	-1.8	7.1	-0.9	i	-2.8	9.4
Cc1cc(OC(C)C(=O)NCCCN2CCOCC2)c2c(C)c(C)c(=O)oc2c1 (stereo unspecified)	-1.8	12.4	-3.4	1.6	0.9	5.7	-2.7	i	-0.3	-26.4
Fc1ccccc1/C=N/Nc1cc(N2CCCCC2)ncn1	-16.5	-0.8	-86.2	1.1	-12.1	2.6	1.9	i	-2.3	-47.2
COc1ccc(/C=C2\N=C3CCCN3C2=O)cc1	-35.7	3.3	-25.9	-5.1	-12.2	15.9	-0.9	i	0.5	-52.0
CN1CCCC(C(=O)C(C#N)c2ccccc2)C1 (stereo unspecified)	6.0	0.1	-26.7	-0.1	-5.9	10.7	-0.2	i	1.3	-17.2
COc1ccc(OC(=O)c2cnn(-c3ccccc3)c2C)cc1	40.5	x	-156.3	4.0	26.1	-1.8	-0.5	i	-1.5	-222.5
N/C(=N\OC(=O)COc1ccc2ccccc2c1Br)c1ccccn1	83.0*	-4.5	-32.1	6.2	47.6	31.0	-1.3	i	0.4	-106.5
O=C(c1ccco1)N1CCC(c2nc3ccccc3[nH]2)CC1	-11.0	-3.5	x	6.5	-7.6	-1.5	x	i	x	5.1
Cc1cc(S(=O)(=O)N2CCc3ccccc3C2)ccc1F	-12.1	-2.2	-30.3	-0.7	-12.2	-3.2	2.1	i	1.3	-5.2
CNC(=O)c1ccsc1NC(=O)CN1C(=O)CCC1=O	9.9	-26.1	x	0.9	0.7	27.1	x	i	x	-5.1
CCN(CC)c1ccc(/C=N/n2c(C)cc(C)cc2=O)cc1	-14.4	x	-12.7	1.7	0.6	36.0	10.1	i	0.6	-6.9
CC(C)(C)c1ccc(C(=O)Nc2cccc([N+](=O)[O-])c2)cc1	33.7	-0.3	-89.9	1.4	10.9	19.5	0.5	i	6.4	-193.2
CCn1c(SCC(=O)Nc2ccc(OC)cc2)nc2c(c1=O)SCC2	0.4	0.6	-7.3	0.3	-6.9	17.6	-0.3	i	1.8	-1.8
C/C(=N\Nc1ccc(C)c(Cl)c1)c1cccnc1	4.7	-0.4	-80.5	-5.6	-5.1	4.7	3.4	i	7.6	-105.4
Cc1cccc(NC(=S)N2CCC(O)CC2)c1C	13.8	-1.4	1.4	-1.5	-5.3	17.7	1.3	i	3.0	-6.6
Cc1ccc(Cc2cnc(N)s2)o1	5.8	-0.6	26.0	-20.7	5.4	45.9	3.4	i	-6.6	-2.9
(cont.)
SMILES	HSF1 activator	GSK3 alpha inh	KLF5 inh	GSK3B inh	HSF1 inh	AI-2 QS mod	HSP90 refold inh	PolyA inhibitor	IEC-6 tox	aSyn UTR inh
O=C(c1ccco1)N1CCN(Cc2nnc(-c3ccccc3F)o2)CC1	1.5	0.6	-11.1	-1.5	1.3	17.0	-1.8	i	2.1	9.6
NC(=O)c1ccc(NC(=O)COC(=O)c2ccc([N+](=O)[O-])cc2)cc1	-9.6	-1.1	-5.5	-1.6	-6.6	17.8	-0.2	i	6.5	-2.8
CCOc1cc(C2C(C#N)=C(N)Oc3cc(N)ccc32)ccc1O (stereo unspecified)	12.3	5.1	-14.7	-3.4	-3.0	25.0	-4.7	i	3.2	0.4
CC(NC(=O)CN(C)S(=O)(=O)c1cnc[nH]1)c1ccccc1 (stereo unspecified)	-4.9	-2.2	7.3	2.2	3.4	35.5	-2.8	i	-5.3	-8.7
COc1ccc(C2Nc3ccccc3NC3=C2C(=O)CC(C)(C)C3)c(OC)c1OC (stereo unspecified)	-2.3	-0.6	-19.0	1.2	5.2	0.7	1.9	i	2.5	10.0
NC(=O)CN1C(=O)C(O)(CC(=O)/C=C\c2ccc3c(c2)OCO3)c2ccccc21 (stereo unspecified)	13.8	-1.3	-30.1	-1.0	-6.7	8.9	0.6	i	-7.2	-69.8
CCN1CCN(C(=O)C(=O)c2cn(CC(=O)N(CC)CC)c3ccccc23)CC1	5.9	-1.8	-10.0	7.2	-5.3	2.5	1.2	i	3.0	21.1
COC(=O)c1ccccc1N1C(=O)[C@@H]2C(c3ccc(Br)cc3)=NO[C@@H]2C1=O	0.7	-3.4	-13.6	5.3	0.8	36.2	-0.7	i	-5.4	10.4
Cc1sc(NC(=O)CSc2nnnn2C)c(C#N)c1C	3.2	-0.8	-5.0	-2.3	0.5	14.1	-0.3	i	10.4	-21.6
Oc1ccc(-c2nc(=S)[nH][nH]2)cc1	x	15.8	-25.3	-2.4	x	10.1	5.2	i	-2.2	x
COc1ccccc1S(=O)(=O)Nc1cc(C)nn1-c1ccc(C)cc1	15.4	2.5	-21.6	2.8	0.9	16.7	5.5	i	-3.3	14.3
Cc1onc(-c2c(Cl)cccc2Cl)c1C(=O)N[C@@H]1C(=O)N2[C@@H]1SC(C)(C)[C@@H]2C(=O)O	6.6	-2.2	-41.4	-4.5	2.5	-11.1	-5.7	i	0.1	-12.9
CC1CCN(C(=O)CC(NC(=O)c2ccccc2Cl)c2ccccc2)CC1 (stereo unspecified)	-9.8	-0.6	-20.2	-0.8	2.1	25.7	2.8	i	6.9	8.3
N#Cc1ccsc1NC(=O)C1CCN(S(=O)(=O)c2cccs2)CC1	2.3	-0.6	x	-0.2	-0.5	13.0	x	i	x	-2.0
COc1cc(C(O)P(=O)(OCC(C)C)OCC(C)C)cc(OC)c1OC (stereo unspecified)	6.8	-2.0	15.6	0.6	0.1	16.1	3.1	i	4.6	-0.3
Cc1cccc(C(=O)O/N=C/c2c(Cl)n(C)c3ccccc23)c1	-16.1	-0.1	-10.8	0.8	-0.1	1.5	-0.5	i	-3.0	10.2
CC1CCc2c(nc3ncnn3c2NCCc2ccccc2F)C1 (stereo unspecified)	-13.4	2.4	-34.9	-0.9	-1.4	3.9	2.2	i	12.5	-69.5
COCC(C)N1CCC(Oc2cccc(C(=O)NCCc3ccccc3)c2)CC1 (stereo unspecified)	38.0	0.5	-109.3	-0.9	24.0	11.7	-1.6	i	-5.3	-71.8
Cc1[nH]n(-c2ccccc2)c(=O)c1Sc1ccc(Cl)cc1	-51.1	-5.2	-0.8	4.9	-39.4	21.5	3.2	i	5.5	22.3
O=C1C(=O)N(Cc2cccs2)c2ccccc21	-6.0	0.0	-13.4	-4.7	-2.9	24.2	-2.1	i	1.9	16.2
Cc1ccc(NC2c3ncccc3C(=O)N2Cc2cccs2)cc1 (stereo unspecified)	13.8	-1.2	-5.8	-0.9	9.8	-9.2	4.5	i	1.5	4.5
COc1ccc(N(C)C(=O)Cc2c(C(=O)O)n(C)c3ccccc23)cc1	-0.9	1.4	-11.0	7.1	-12.7	18.5	-0.6	i	-6.0	13.0
CCOc1ccc(NS(=O)(=O)c2ccc(NC(=S)NC(=O)C(C)C)cc2)cc1	-2.6	-1.7	-26.0	-1.6	-1.0	18.7	1.6	i	1.7	0.3
c1ccc(-c2ccccc2OCCN2CCCC2)cc1	3.4	-2.8	-30.9	-2.1	-0.8	5.4	2.5	i	7.1	-1.3
CC(NC(=O)c1cccnc1)C(c1ccccc1)N1CCN(C)CC1 (stereo unspecified)	-6.6	0.5	5.7	-0.4	-3.9	3.4	3.9	i	0.7	-13.7
Additional results.
SMILES	HSF1 activator	GSK3 alpha inh	KLF5 inh	GSK3B inh	HSF1 inh	AI-2 QS mod	HSP90 refold inh	PolyA inhibitor	IEC-6 tox	aSyn UTR inh
Cn1c(=O)c2cc(S(=O)(=O)NCCC(=O)NCCc3ccc(Cl)cc3)ccc2n(C)c1=O	-2.5	-3.2	-31.4	-2.9	-1.0	25.9	-0.3	i	-0.2	3.5
COC(CC(=O)NNC(=S)Nc1ccc(Cl)cc1)OC	23.4	1.0	-22.4	2.6	2.3	29.7	-4.8	i	-3.5	-6.3
Cc1ccc(-c2csc3ncnc(-n4nc(C)cc4N)c23)cc1	-0.6	-1.6	0.2	-0.3	5.7	27.3	-0.7	i	-0.4	12.1
O=C(COC(=O)/C=C/c1cn(-c2ccccc2)nc1-c1ccc2c(c1)OCCO2)NC1CCS(=O)(=O)C1 (stereo unspecified)	19.1	0.2	-14.3	0.7	-1.0	15.3	7.8	i	-3.8	3.1
CCOC(=O)c1cccc(NC(=O)CCc2ccccc2)c1	14.7	0.4	-11.3	0.9	3.0	18.9	-2.3	i	-3.7	-2.3
CC(=O)c1ccc(NC(=O)Nc2ccccc2)cc1	35.3	-0.7	-69.1	1.1	16.5	-15.7	-2.7	i	4.2	-10.1

Looked up by structure from the entries so far, 5 records:
SMILES	HSF1 activator	GSK3 alpha inh	KLF5 inh	GSK3B inh	HSF1 inh	AI-2 QS mod	HSP90 refold inh	PolyA inhibitor	IEC-6 tox	aSyn UTR inh
COC(CC(=O)NNC(=S)Nc1ccc(Cl)cc1)OC	23.4	1.0	-22.4	2.6	2.3	29.7	-4.8	i	-3.5	-6.3
Cc1ccc(-c2csc3ncnc(-n4nc(C)cc4N)c23)cc1	-0.6	-1.6	0.2	-0.3	5.7	27.3	-0.7	i	-0.4	12.1
O=C(COC(=O)/C=C/c1cn(-c2ccccc2)nc1-c1ccc2c(c1)OCCO2)NC1CCS(=O)(=O)C1 (stereo unspecified)	19.1	0.2	-14.3	0.7	-1.0	15.3	7.8	i	-3.8	3.1
CC(=O)c1ccc(NC(=O)Nc2ccccc2)cc1	35.3	-0.7	-69.1	1.1	16.5	-15.7	-2.7	i	4.2	-10.1
CCOC(=O)c1cccc(NC(=O)CCc2ccccc2)c1	14.7	0.4	-11.3	0.9	3.0	18.9	-2.3	i	-3.7	-2.3

Assay outcomes from PubChem BioAssay.
